Shn3 3UTR inh: Schnurri-3 reporter inhibition in Clone20 osteoblasts | inhibition, % at 12.5 µM | 0.52% of 360,000 active | AID 588674 | Clone20 osteoblast Shn3 3'UTR firefly luciferase, 24 h;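 active = mean inhibition of at least 75% with every replicate also reaching 75%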;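 also: 0% = median of neutral control wells and 100% = pilot-screen positive control compound; some compounds past the cut are filed as inactive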
KKLEB cytotox: reduces viability of KKLEB cystic fibrosis airway cells; 0.36% of 360,000 active; KKLEB CF airway cells viability, ATPlite luminescence, overnight; active compounds read low; cells stimulated with P. aeruginosa culture filtrate; AID 602141; activity change (cytotoxicity), % at 5 µM;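 active = corrected activity change at or below -50% at 5 µM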
SRC1 inh: inhibits human SRC1 coactivator; HEK293 GAL4-SRC1 luciferase reporter, luminescence; inhibition, % at 3.6 µM; 0.12% of 360,000 active; AID 588354;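 active = inhibition above the campaign mean plus 3 SD, with each screening campaign given its own cutoff, cut at about 60% in these data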;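 also: 0% = DMSO treated cells and 100% = gossypol at 36 µM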
LRH-1 inv ag: inverse agonists of human LRH-1 (NR5A2); O00482; HEK293T StAR-luciferase reporter, LRH-1 transfected, 24 h; inhibition, % at 3.6 µM; 0.13% of 360,000 active; AID 602396;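 active = inhibition above the mean inhibition of all tested compounds plus 3 SD, cut at about 73% in these data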;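 also: 0% = DMSO wells and 100% = reporter-only cells lacking LRH-1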
COUP-TFII inh: NR2F2 (human) inhibition, primary screen; P24468; HEK293T NGFI-A luciferase reporter, luminescence; inhibition, % at 8.6 µM; 0.7% of 370,000 active;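 active = inhibition above a per-plate cutoff, mean inhibition of test wells between control levels plus 3 SD, cut at about 38% in these data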;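 also: cells cotransfected with COUP-TFII expression vector driving the NGFI-A reporter; 0% = median of COUP-TF2 test wells and 100% = reporter-only cells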
TWEAK Fn14 block: blocks TWEAK-Fn14 interaction in a reporter cell assay. inhibition, % at 10 µM. TWEAK-stimulated Fn14 reporter cells, luciferase luminescence, 8 h. 2% of 360,000 active. AID 1159606; in the data active = inhibition above about 50%
TROY signal inh: inhibitors of TROY-dependent NF-kB signaling; 0.98% of 360,000 active; Q293 LMP1-TROYcd NF-kB luciferase reporter, 4 h; inhibition, % at 10 µM;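 active = compounds whose plate-normalised and pattern-corrected inhibition of the luciferase reporter signal at the single screening dose is 50% or more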
SRC3 inh: inhibits human SRC3 coactivator. 0.17% of 360,000 active. AID 588352. HEK293 GAL4-SRC3 luciferase reporter, luminescence. Q9Y6Q9. inhibition, % at 3.6 µM;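 active = inhibition above a per-campaign cutoff, the mean of all compounds plus 3 SD, cut at about 60% in these data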;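 also: 0% = DMSO-treated cells and 100% = gossypol-treated cells at 36 µM; higher means less SRC3-driven luciferase light from the GAL4 reporter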
Target sequence (Q9Y6Q9 whole entry, looked up, the tested form may be a part): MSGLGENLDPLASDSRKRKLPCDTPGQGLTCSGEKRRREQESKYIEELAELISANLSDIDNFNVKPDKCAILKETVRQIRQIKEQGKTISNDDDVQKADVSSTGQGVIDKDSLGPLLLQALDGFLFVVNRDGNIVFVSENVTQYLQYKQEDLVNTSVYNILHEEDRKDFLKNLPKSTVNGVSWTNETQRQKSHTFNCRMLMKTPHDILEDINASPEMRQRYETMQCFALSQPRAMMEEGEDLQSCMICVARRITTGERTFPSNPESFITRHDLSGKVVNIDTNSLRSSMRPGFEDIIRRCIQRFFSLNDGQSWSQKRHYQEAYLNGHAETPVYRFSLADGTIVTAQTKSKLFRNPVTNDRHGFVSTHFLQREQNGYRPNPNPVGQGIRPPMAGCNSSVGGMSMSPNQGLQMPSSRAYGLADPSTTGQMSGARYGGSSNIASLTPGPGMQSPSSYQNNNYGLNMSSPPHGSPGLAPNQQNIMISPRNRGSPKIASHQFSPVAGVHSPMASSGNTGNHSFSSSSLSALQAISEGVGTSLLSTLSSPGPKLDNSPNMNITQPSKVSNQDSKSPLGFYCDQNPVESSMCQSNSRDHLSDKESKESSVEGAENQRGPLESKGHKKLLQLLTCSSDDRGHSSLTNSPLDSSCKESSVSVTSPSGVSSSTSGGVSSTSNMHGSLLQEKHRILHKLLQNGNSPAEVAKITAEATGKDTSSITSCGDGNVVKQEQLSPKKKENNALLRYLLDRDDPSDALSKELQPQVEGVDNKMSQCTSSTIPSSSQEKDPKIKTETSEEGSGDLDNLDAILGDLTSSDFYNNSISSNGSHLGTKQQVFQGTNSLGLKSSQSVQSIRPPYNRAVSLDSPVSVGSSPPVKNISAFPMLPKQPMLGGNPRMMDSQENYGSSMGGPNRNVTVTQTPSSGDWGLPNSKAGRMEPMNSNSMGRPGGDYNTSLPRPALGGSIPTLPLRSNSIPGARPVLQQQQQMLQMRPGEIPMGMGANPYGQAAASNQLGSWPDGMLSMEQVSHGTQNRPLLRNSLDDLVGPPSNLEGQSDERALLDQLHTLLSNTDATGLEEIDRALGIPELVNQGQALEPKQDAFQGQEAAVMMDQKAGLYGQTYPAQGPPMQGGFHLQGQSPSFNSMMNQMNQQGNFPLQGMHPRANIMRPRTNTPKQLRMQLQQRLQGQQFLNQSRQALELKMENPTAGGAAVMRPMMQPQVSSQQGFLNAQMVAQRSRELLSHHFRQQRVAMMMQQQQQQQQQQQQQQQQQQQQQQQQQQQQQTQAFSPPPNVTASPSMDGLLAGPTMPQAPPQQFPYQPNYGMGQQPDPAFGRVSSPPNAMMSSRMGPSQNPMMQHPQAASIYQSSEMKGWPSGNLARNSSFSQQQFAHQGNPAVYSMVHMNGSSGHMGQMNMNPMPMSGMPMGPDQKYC
C8 TRAIL sens: sensitizes caspase-8 expressing cells to TRAIL | 1% of 360,000 active | AID 624354 | NB7+C8 cells + TRAIL, ATPlite viability luminescence | inhibition (viability loss, TRAIL sensitization), % at 10 µM;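 active = compounds causing at least 50% loss of cell viability in the single-dose screen, relative to plate controls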
LMP1 NFkB inh: inhibitors of Epstein-Barr LMP1-induced NF-kappaB reporter. LMP1-induced NF-kappaB luciferase reporter cells, luminescence. inhibition, % at 12.5 µM. 0.69% of 350,000 active; in the data active = inhibition above about 41%;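 also: 0% = neutral control wells and 100% = reference inhibitor control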
CF NFkB block: cystic fibrosis NF-kB activation inhibition | KKLEB NF-kB-GFP reporter, PAF-induced, GFP fluorescence overnight | inhibition, % at 5 µM | 0.86% of 360,000 active | AID 588850;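 active = at least 50% inhibition at 5 µM, scaled per plate between neutral and stimulator controls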;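 also: PAF is a Pseudomonas aeruginosa culture filtrate used as stimulus; plate controls were PAF-stimulated DMSO wells for no effect and unstimulated DMSO wells for full effect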
Active calls of the source: *; . = not tested or not shown.

Each structure is followed by: Shn3 3UTR inh	KKLEB cytotox	SRC1 inh	LRH-1 inv ag	COUP-TFII inh	TWEAK Fn14 block	TROY signal inh	SRC3 inh	C8 TRAIL sens	LMP1 NFkB inh	CF NFkB block
COC(=O)C1CCN(C(=O)COC(=O)COc2ccc(C#N)cc2)CC1
 : -2	2	17	-5	5	0	1	7	5	-17	-2
CCOC(=O)c1cccc(NC(=O)CN2CCN(c3ccc(OC)cc3)CC2)c1
 : 9	2	-2	-3	20	11	8	5	-14	-1	-17
O=[N+]([O-])c1cccc(COc2cccc(CN3CCOCC3)c2)c1
 : 3	-2	-10	-11	-23	4	-21	-4	10	-6	-8
Cc1ccc(N=C2SC(C(=O)Nc3ccc(OC(F)(F)F)cc3)C(N)=C2C(=O)Nc2c(C)cc(C)cc2C)cc1 (stereo not drawn)
 : 16	-60*	16	16	20	64*	13	25	12	-2	72*
Cc1ccc(N2CCN(C3=NC(=O)C(Cc4ccccc4)S3)CC2)cc1 (stereo not drawn)
 : 6	-23	-5	15	11	0	8	-1	-10	8	32
CCOC(=O)CCn1cc(F)c(=O)n(Cc2ccccc2)c1=O
 : -18	7	-8	9	11	2	15	-10	-2	3	-3
CC(=O)N/C(=C\c1ccccc1)C(=O)OCC(=O)c1c(N)n(C)c(=O)n(C)c1=O
 : -6	5	-11	9	6	6	5	-10	-4	3	-19
COC(=O)c1cc(NS(=O)(=O)c2ccc(N3CCOCC3)c(NC(C)=O)c2)cc(C(=O)OC)c1
 : 12	6	-3	11	-9	3	-4	5	-3	5	-2
O=C(Nc1ccccc1)C1Cc2c(-c3ccc(Cl)cc3)ccnc2O1 (stereo not drawn)
 : 25	-2	16	6	4	14	25	-1	8	.	-6
CC(C)Oc1ccc(CCc2nnc(SC(C)C(=O)O)n2-c2ccccc2)cc1 (stereo not drawn)
 : 6	-2	-10	-14	11	-9	-1	3	5	8	4
CNC(=O)c1[nH]cnc1C(=O)Nc1ccc(OC)cc1
 : -11	-6	7	-38	-35	0	-10	-26	-6	0	-15
C[C@@H]1CN([C@@H](C)CO)C(=O)c2cc(NC(=O)C3CCCCC3)ccc2O[C@@H](C)CCCCO[C@H]1CN(C)S(=O)(=O)c1ccc(Cl)cc1
 : 16	-3	-26	-48	11	-10	-7	-6	-10	3	2
Cc1nnc(SCC(=O)NC(=O)NC(C)(C)C)s1
 : -14	2	-1	10	2	13	-11	7	-4	-8	6
O=C(NCc1ccccc1)c1nc2ccccc2s1
 : -23	2	-12	0	-13	-8	-32	-3	-4	-1	2
Nc1nc(NCc2ccco2)nc(NC2CCCCC2)c1[N+](=O)[O-]
 : 3	-1	10	-2	10	-10	-2	-13	-12	.	5
C=CCn1c(SCC(=O)NC(C)(C)C)nnc1-c1ccccc1O
 : -4	10	-17	-12	3	-18	9	1	2	-8	3
COc1ccccc1-n1cnnc1SCC(=O)N1CCN(S(=O)(=O)c2ccccc2)CC1
 : -13	10	5	-1	6	-2	4	7	-12	-1	1
CC(C)C(NC(=O)c1c(F)cccc1F)C(=O)NNC(=O)c1ccccc1 (stereo not drawn)
 : -10	6	1	-8	-12	16	-14	4	3	-4	-2
N#Cc1ccsc1NC(=O)C1CC(=O)N(Cc2ccccc2)C1 (stereo not drawn)
 : -25	4	-18	-6	1	-7	26	11	-11	-9	-1
COc1ccc(CC(C)N2CCN(c3ccccc3)CC2)cc1OC (stereo not drawn)
 : 29	16	14	26	-5	-1	3	17	32	9	-12
CCOC(=O)C1CCCN(C(=O)c2ccc3[nH]c4c(c3c2)CC(C)CC4)C1 (stereo not drawn)
 : -24	-10	7	11	5	12	27	0	4	-10	20
Cc1nc(/N=C(\N)NC(=O)NC2CCCCC2)nc2ccccc12
 : 43	-4	-22	18	12	22	3	-4	42	-2	8
O=c1c2ccccc2n(CC(O)CN2CCOCC2)c2ccccc12 (stereo not drawn)
 : 0	-5	2	26	0	12	15	-5	0	-1	-8
CCN(CC)c1ccc([N+](=O)[O-])cc1/C=N/NC(=O)CC#N
 : 9	-2	3	19	-9	-11	-11	2	-3	-2	6
COc1ccccc1N1CCN(Cc2nc(N)nc(Nc3ccc(C)cc3)n2)CC1
 : 18	4	1	-11	-1	19	11	2	13	10	4
Cc1ccccc1OCC(O)Cn1c(=N)n(Cc2ccccc2)c2ccccc21 (stereo not drawn)
 : 87*	-10	4	-7	12	0	11	4	21	-4	9
CC(C)(C)C(=O)Nc1ccc(S(=O)(=O)NC2=NCCCCC2)cc1
 : -10	11	7	10	-8	7	-31	1	7	1	9
Cc1cc(N(C)C)ccc1N=Nc1ccc2ncccc2c1
 : -46	-18	-127	-189	-43	-16	24	-157	39	-22	6
COc1ccc(OC)c(S(=O)(=O)N2CCCCC2C(=O)N2CCN(c3ccccn3)CC2)c1 (stereo not drawn)
 : 22	-10	-22	23	-4	4	11	3	9	-15	0
CC(C)Oc1ccc(C(CC(=O)O)NC(=O)Cc2ccc(Cl)cc2)cc1 (stereo not drawn)
 : 0	4	2	13	0	15	26	10	-6	-4	14
C/C(=N\NC(N)=O)C1CC(CC(C)C)C(=O)O1 (stereo not drawn)
 : 12	9	10	6	9	8	-12	9	5	-3	-13
COc1ccc(OC)c(C2NC(=S)NC(C)=C2C(=O)Nc2ccccn2)c1 (stereo not drawn)
 : -41	1	1	-6	5	2	-7	10	0	-6	7
COc1cccc(/C=C/C(=O)OCC(=O)Nc2cc(S(=O)(=O)N3CCOCC3)ccc2C)c1
 : 1	10	-6	3	-12	6	-9	7	26	1	-3
Cc1cc(C)n(CCC(=O)N/N=C/c2ccccc2O)n1
 : 35	-18	-1	3	-8	-16	-41	33	4	30	9
COc1ccccc1NC(=S)N1CCC(NC(=O)C23CC4CC(CC(C4)C2)C3)CC1
 : 5	-8	10	13	4	-3	2	16	0	2	16
O=[N+]([O-])c1ccc(N2CCN(CC3CCCCC3)CC2)cc1
 : -23	-3	-1	-6	10	-3	10	-6	6	10	9
COc1cc(-c2coc3c(C(=O)NCc4ccccc4)cccc23)ccc1O
 : 33	-19	-12	-16	-31	39	1	-15	-2	.	-64
CCn1c(SCC(=O)Nc2ccc(NC(C)=O)cc2)nc2c1c(=O)n(C)c(=O)n2C
 : -4	9	-13	5	-9	4	20	12	6	3	1
O=C(COc1ccc(Cl)cc1)Nc1ccc2[nH]ncc2c1
 : 14	-3	-2	14	14	2	15	11	-15	3	17
Cc1ccc(Nc2nc3ccccc3n3cnnc23)cc1Cl
 : -21	-2	12	8	-2	-2	-21	-2	-13	-4	-8
O=C(CSCc1ccc(C(=O)O)cc1)Nc1ccccc1
 : 5	-16	0	8	4	-5	-7	0	-4	-1	-3
CC1(C)Cc2c(sc3nnn(Cc4ccc(Cl)cc4)c(=O)c23)CO1
 : 17	2	-23	-4	2	-7	11	6	12	5	-8
C=CCS(=O)(=O)N1CCCC(C(=O)c2cccc(Cl)c2)C1 (stereo not drawn)
 : -7	-14	3	-3	-21	8	9	-1	-8	0	-5

Of the compounds above, ten contain an aryl methoxy group.
Each structure is followed by: Shn3 3UTR inh	KKLEB cytotox	SRC1 inh	LRH-1 inv ag	COUP-TFII inh	TWEAK Fn14 block	TROY signal inh	SRC3 inh	C8 TRAIL sens	LMP1 NFkB inh	CF NFkB block
CCOC(=O)c1cccc(NC(=O)CN2CCN(c3ccc(OC)cc3)CC2)c1
 : 9	2	-2	-3	20	11	8	5	-14	-1	-17
CNC(=O)c1[nH]cnc1C(=O)Nc1ccc(OC)cc1
 : -11	-6	7	-38	-35	0	-10	-26	-6	0	-15
COc1ccccc1-n1cnnc1SCC(=O)N1CCN(S(=O)(=O)c2ccccc2)CC1
 : -13	10	5	-1	6	-2	4	7	-12	-1	1
COc1ccc(CC(C)N2CCN(c3ccccc3)CC2)cc1OC (stereo not drawn)
 : 29	16	14	26	-5	-1	3	17	32	9	-12
COc1ccccc1N1CCN(Cc2nc(N)nc(Nc3ccc(C)cc3)n2)CC1
 : 18	4	1	-11	-1	19	11	2	13	10	4
COc1ccc(OC)c(S(=O)(=O)N2CCCCC2C(=O)N2CCN(c3ccccn3)CC2)c1 (stereo not drawn)
 : 22	-10	-22	23	-4	4	11	3	9	-15	0
COc1ccc(OC)c(C2NC(=S)NC(C)=C2C(=O)Nc2ccccn2)c1 (stereo not drawn)
 : -41	1	1	-6	5	2	-7	10	0	-6	7
COc1cccc(/C=C/C(=O)OCC(=O)Nc2cc(S(=O)(=O)N3CCOCC3)ccc2C)c1
 : 1	10	-6	3	-12	6	-9	7	26	1	-3
COc1ccccc1NC(=S)N1CCC(NC(=O)C23CC4CC(CC(C4)C2)C3)CC1
 : 5	-8	10	13	4	-3	2	16	0	2	16
COc1cc(-c2coc3c(C(=O)NCc4ccccc4)cccc23)ccc1O
 : 33	-19	-12	-16	-31	39	1	-15	-2	.	-64

These rows are one share of the data; the hit share may differ from the screen's.
